Compound activity (PubChem BioAssay)
SKN-1 block – inhibitors of C. elegans SKN-1. C. elegans VP596 Pgst-4::GFP/RFP ratio, acrylamide-induced, 24 h. 360,000 tested, 0.49% active. AID 624304. inhibition, % at 21.8 µM;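 active means interference check ratio from 0.5 to 1.5 plus GFP to RFP signal ratio inhibition reaching or exceeding a fixed threshold, cut at about 30% in these data, passing the limit was not always enough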; further: some compounds called inactive have numbers as strong as hits
bovine MsrA act – activates bovine MsrA enzyme | purified bovine MsrA, absorbance read-out | AID 602163 | activation, % at 10.6 µM | 360,000 tested, 0.3% active; in the data active means activation above about 7.5%;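 further: 0% = vehicle and 100% = reference activator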
FAS TE block – FAS thioesterase (human) inhibition. inhibition, % at 15 µM. 360,000 tested, 0.67% active. P49327. recombinant FAS-TE, OMFH fluorogenic substrate, fluorescence endpoint. AID 602261;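 active means compounds whose normalised, plate-corrected inhibition of enzyme fluorescence in the single-dose primary screen is 50% or more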;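 further: 0% = DMSO with enzyme and 100% = substrate without enzyme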
MLLE-PAM2 inh – blocks PAM2 peptide binding to the PABP1 MLLE domain. P11940. AID 588489. inhibition, % at 20 µM. 360,000 tested, 0.36% active. GST-MLLE / FITC-PAM2 fluorescence polarization; in the data active means inhibition above about 35%, passing the limit was not always enough;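 further: plate controls were DMSO wells with GST-MLLE for no effect and wells lacking GST-MLLE protein for full effect; some results filed as inactive read as strong as hits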
Target sequence (P11940 whole entry, looked up, the tested form may be a part): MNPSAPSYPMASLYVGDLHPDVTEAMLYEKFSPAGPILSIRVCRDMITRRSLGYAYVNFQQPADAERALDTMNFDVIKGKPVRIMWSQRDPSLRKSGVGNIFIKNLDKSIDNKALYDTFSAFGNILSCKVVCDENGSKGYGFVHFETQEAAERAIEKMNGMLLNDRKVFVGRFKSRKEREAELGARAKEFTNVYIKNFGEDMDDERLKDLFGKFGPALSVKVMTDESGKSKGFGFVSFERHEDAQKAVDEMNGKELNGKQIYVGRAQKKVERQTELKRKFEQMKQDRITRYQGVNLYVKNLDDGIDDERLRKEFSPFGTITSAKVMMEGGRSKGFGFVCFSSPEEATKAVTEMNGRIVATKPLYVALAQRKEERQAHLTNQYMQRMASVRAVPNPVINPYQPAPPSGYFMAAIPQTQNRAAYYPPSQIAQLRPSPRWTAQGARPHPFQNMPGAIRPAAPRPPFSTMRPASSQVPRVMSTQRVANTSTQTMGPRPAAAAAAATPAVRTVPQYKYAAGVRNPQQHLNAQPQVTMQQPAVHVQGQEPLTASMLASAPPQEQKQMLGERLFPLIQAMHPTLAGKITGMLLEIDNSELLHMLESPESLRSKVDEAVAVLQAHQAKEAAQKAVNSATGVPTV
eLon inh – inhibits E. coli Lon protease; P0A9M0; purified E. coli Lon protease, fluorescence polarization; inhibition, % at 7.94 µM; 360,000 tested, 0.42% active; in the data active means inhibition above about 13%, passing the limit was not always enough;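 further: 0% = enzyme with probe and DMSO and 100% = no enzyme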
Neddyl block – blocks human cullin neddylation; P61081+Q13564; TR-FRET cullin neddylation, biochemical; calls only at 25 µM; 360,000 tested, 0.58% active; in the data active means inhibition above about 36%
NRP1-CendR mod – NRP-1/CendR interaction modulation | O14786 | FAM-RPARPAR peptide binding to NRP-1, fluorescence polarization | inhibition, % at 25 µM | 360,000 tested, 0.85% active;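 active means inhibition or corrected inhibition above about 18%, plus a signal ratio from 0.5 to 1.5, limit read from the data, passing the limit was not always enough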; further: strong numbers were not always called active
MT1-MMP act inh – inhibitors of human MT1-MMP activation; 360,000 tested, 0.061% active; HT1080 RFP-PRO-GFP cells, GFP/RFP ratio fluorescence, overnight; percent of plate control window, DMSO zero; P50281; GFP/RFP ratio change, % at 20 µM;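 active means GFP/RFP ratio change of at least 30% with cell ATP level not reduced by more than half and red fluorescence within 50% of control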; further: strong numbers were not always called active
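Assay system: HT1080 RFP-PRO-GFP cells. Benchmarks: DMSO vehicle wells and RFP-L50D-GFP reporter cell wells. Times: overnight cell settling, then overnight compound exposure, 37 °C, 5% CO2. Compound: 20 µM single dose, 1% DMSO. Read-out basis: GFP/RFP fluorescence ratio.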
Rin1 Abl inh – human Rin1-Abl interaction inhibition | TR-FRET Rin1/Abl binding, biochemical | inhibition, % at 7.35 µM | AID 588664 | 360,000 tested, 0.4% active | P00519+Q13671; in the data active means inhibition above about 5%, passing the limit was not always enough
* = called active by the depositor; i = inactive; . = no result given; & = joins results of further samples.

Molecule	SKN-1 block	bovine MsrA act	FAS TE block	MLLE-PAM2 inh	eLon inh	Neddyl block	NRP1-CendR mod	MT1-MMP act inh	Rin1 Abl inh
Cc1ccc(C)c(CSc2ccc3nnc(-c4ccccn4)n3n2)c1	-12	-3	4	-5	1	i	-4	0	-8
Cc1ccc(OCc2nc(-c3ccccn3)no2)cc1	8	-8	-1	-4	-15	i	-2	-6	0
Cc1cc(=O)[nH]c(N/N=C/C=C/c2ccccc2)n1	-1	-8	-6	-11	2	i	7	-2	-2
O=C(COC(=O)CCS(=O)(=O)c1ccc(F)cc1)NC1CCCCC1	2	-2	-4	1	-1	i	19	4	2
O=C(Cc1ccccc1)Nc1c2c(nn1-c1cccc(Cl)c1)CS(=O)(=O)C2	15	0	2	17	2	i	-3	3	-2
Cc1cc(OCC(=O)N(C)C)c2c(-c3ccccc3)cc(=O)oc2c1	13	-2	9	8	-6	i	1	-4	0
C#CCN1C(=O)S/C(=C\c2ccc(-c3ccc(C(=O)O)cc3C)o2)C1=O	8	-4	1	4	-16	i	-32	5	0
CC(=O)N1N=C(c2ccc(Br)cc2)OC1(C)CC(=O)Nc1ccccc1 (configuration not stated)	4	-8	3	7	-5	i	12	-2	-3
CCOC(=O)N1CCC2(CC1)NC(=O)c1ccccc1N2	5	-1	-5	-3	-18	.	0	1	1
Cc1ccc(C)c(NC(=O)CN(C)C(=O)c2ccccn2)c1	-3	-3	-6	1	-6	i	8	-3	-7
O=C(CN1CCN(Cc2ccc3c(c2)OCO3)CC1)Nc1ccc2[nH]c(=O)[nH]c2c1	10	-4	-5	7	-10	i	-1	1	1
O=[N+]([O-])c1cccc(-n2cc3ccc([N+](=O)[O-])cc3n2)c1	17	-4	5	2	-7	i	0	2	-3
COc1ccc(S(=O)(=O)/N=C2/NC(=O)/C(=C\c3cc(OC)c(OC)cc3[N+](=O)[O-])S2)cc1	13	-3	2	2	-3	i	-20	-6	1
COc1cc(OC)cc(-c2nc(SCC(=O)Nc3ccccc3F)n[nH]2)c1	-2	-1	-15	-8	-6	i	11	7	0
O=C(NCCc1cccc(Cl)c1)c1cc2ccccc2oc1=O	-5	-2	-3	-1	6	i	7	0	-1
COc1cc(/C=N/N2CCOCC2)ccc1OC(=O)c1ccco1	7	0	1	13	-4	i	0	-2	4
O=C(NN=Cc1ccc(Cl)cc1Cl)C1CC1	-1	-1	-2	-15	-15	i	6	-1	3
O=C(COC(=O)c1ccc([N+](=O)[O-])cc1)NC1CCCC1	-1	-6	7	-8	-5	i	4	-1	4
Cc1cc(C)c(S(=O)(=O)c2ccccc2)c(OC(=O)c2c(F)cccc2Cl)n1	-13	-5	13	0	-2	i	-12	4	-1
COc1ccc(CCNC(=O)c2c[nH]c3ccc(F)cc3c2=O)cc1OC	4	-2	-3	2	-7	i	-8	6	-7
O=C(NC(Cc1ccccc1)C(=O)OCC(=O)N1CCc2ccccc21)c1ccco1 (configuration not stated)	12	0	15	-7	-2	i	-4	1	1
CCN(CC(=O)Nc1ccc(C(C)=O)cc1)CC(=O)Nc1ccc2c(c1)OCCO2	-3	-2	-2	7	7	i	10	-3	0
O=C(Nc1cccc(C(=O)O)c1)/C(=C\c1ccc2c(c1)OCO2)NC(=O)c1ccccc1Br	-7	-12	-7	0	12	i	4	-5	0
COc1ccc2nc(NC(=O)CNS(=O)(=O)c3cccs3)sc2c1	1	-5	-3	1	-1	i	17	-5	0
CCN(CC)c1nc(-c2nn[nH]n2)nc(N(CC)CC)n1	11	-6	-13	8	-4	i	-1	-2	2
NS(=O)(=O)c1ccc(CCNC(=O)CN2CCN(c3cccc(Cl)c3)CC2)cc1	10	-2	-6	6	3	i	-4	2	1
CCN(CC)c1ccc(/C=N/NC(=O)c2cccc(S(=O)(=O)N3CCOCC3)c2)cc1	13	-6	2	-4	-3	i	6	-2	-6
Cc1ccc(NC2(C#N)CCCC2)cc1	-2	-6	-9	5	9	i	7	-3	4
CS(=O)(=O)c1ccc2nc(NC(=O)Cc3ccccc3)sc2c1	-8	-5	-6	0	-4	i	14	-5	1
O=C(NC1CCCCC1)C(c1ccc(F)cc1)N(C(=O)c1cccs1)c1ccc2c(c1)OCO2 (configuration not stated)	10	5	0	14	2	i	-6	3	1

(list continues)
Molecule	SKN-1 block	bovine MsrA act	FAS TE block	MLLE-PAM2 inh	eLon inh	Neddyl block	NRP1-CendR mod	MT1-MMP act inh	Rin1 Abl inh
Cc1cccc2sc(NC(=O)c3cc(S(=O)(=O)N(C)C)ccc3N3CCCC3)nc12	10	4	44	-1	-1	i	11	-6	-3
CCOC(=O)c1cc(-c2cccc(C(F)(F)F)c2)nc2nc(SC)[nH]c(=O)c12	8	-3	-4	-15	-8	i	-2	1	4
COc1cc(C(=O)NCc2ccc3c(c2)OCO3)c([N+](=O)[O-])cc1OC	-11	-2	-1	-1	-3	i	9	-1	-4
CC(C)C(C)NC(=O)COc1ccc(OCc2ccccc2)cc1 (configuration not stated)	11	0	26	8	-10	i	-1	2	-3
N#Cc1cccc(NCC(=O)Nc2ccc3c(c2)OCCO3)c1	0	-4	9	14	-8	i	2	1	-4
CCOCCCN(C(=O)Cn1nnc(-c2ccc(C)o2)n1)C(C(=O)NC1CCCC1)c1ccco1 (configuration not stated)	-2	-3	2	-2	0	i	12	1	0
CC1(C)CC(=O)C/C(=N\NC(=S)NCc2ccccc2)C1	-6	-3	-3	-14	6	i	8	1	4
NC(=O)c1ccc(NC(=O)COc2ccc(-n3cnnn3)cc2)cc1	3	-4	-4	-29	2	i	-6	4	5
CC(C)(C)c1ccc(NC(=O)C2=CC=CN3CCS(=O)(=O)N=C23)cc1	-13	-2	1	5	-5	i	0	7	0
N#Cc1ccc(OCC(=O)NNC(=S)NC2CCCCC2)cc1	10	-9	-2	-32	-1	i	-7	3	-1
CCOC(=O)C1CCCN(C(=O)COC(=O)c2cc(=O)c3ccccc3o2)C1 (configuration not stated)	-5	-2	-2	-1	-17	i	-2	0	-1
CCCn1c2ccccc2c2cnn(CC(=O)NCCCN3CCCCC3)c(=O)c21	-3	-9	-8	8	-7	i	-1	-5	-4
O=C(NCc1nnc(SCc2ccc(F)cc2)n1-c1ccc(F)cc1)C12CC3CC(CC(C3)C1)C2	8	0	20	-7	6	i	9	-1	2
Cc1c(C(=O)N(C)CCOc2ccccc2)oc2c(Cl)cccc12	-1	-2	27	13	0	i	0	-1	3
Cc1ccc(CS(=O)(=O)c2nc3c(c(N(C)C)n2)CCCC3)cc1	0	-4	-4	-10	0	i	3	7	5
Cc1cccc(N2C(=O)N3[C@H]4c5ccccc5OC[C@@H]4[C@@H](c4ccccc4)[C@@]3(C)C2=O)c1	16	-1	24	-39	-1	i	6	1	1
Cc1ccc(O)c(C(=O)c2cnn(C(=O)COc3ccc(Cl)cc3)c2)c1	2	-6	5	-4	-1	i	-9	-4	-3
Cc1cc(C(=O)Nc2c(F)cc(F)cc2Br)c(C)o1	-8	-11	-11	3	-9	i	-4	4	-4
Cc1ccc([N+](=O)[O-])cc1S(=O)(=O)Nc1ccc(C(=O)NCC2CCCO2)cc1 (configuration not stated)	-2	-1	-5	-11	0	i	-11	4	-2
COc1ccc(C(=O)c2c(C)oc3cc([N+](=O)[O-])c(O)c([N+](=O)[O-])c23)cc1	7	-5	3	-2	9	i	2	23	-1
COc1ccc(C2(C)NC(=O)N(CC(=O)Nc3ccc(C)cc3Br)C2=O)cc1OC (configuration not stated)	-2	-4	0	-7	3	i	11	3	3
COc1ccc(NC(=O)C2CCC(CNc3c(N4CCC(C)CC4)c(=O)c3=O)CC2)cc1OC (configuration not stated)	20&7	-2&2	-8&-5	18&9	0&-3	i	14&-11	3&0	2&-2
O=C(O)CC(NC(=O)Cc1ccccc1)c1ccccc1 (configuration not stated)	11	-2	-6	-4	-5	i	-2	-2	2
COc1ccc(CCN=CC2=C(O)CCCC2=O)cc1OC	-3	1	-6	-1	0	i	10	-4	-3
Cn1c(Cn2nnc3ccccc32)nnc1SCC(=O)c1ccc(F)cc1	10	1	-5	-49	1	i	4	-13	-1
COc1ccc(NS(=O)(=O)c2cc(NC(=O)CCSc3ccccc3)ccc2OC)cc1	-3	-1	21	6	-11	i	-14	-1	-1
O=C(C1CC(=O)N(c2ccc3c(c2)OCCO3)C1)N1CCN(S(=O)(=O)c2ccc(F)cc2)CC1 (configuration not stated)	11	-2	-2	-1	-1	i	14	-5	3
CCOc1ncccc1C(=O)Nc1cc(S(=O)(=O)N2CCOCC2)ccc1N1CCCC1	12	-2	1	13	6	i	6	0	-4
O=C(CN1CCN(C/C=C/c2ccccc2)CC1)Nc1cc([N+](=O)[O-])ccc1Cl	-5	0	22	-5	5	i	3	2	-4
O=C(Cc1coc2cc3c(cc12)CCC3)NC1CCCCCCC1	-9	1	25	7	-16	i	6	-6	-3

(listing goes on)
Molecule	SKN-1 block	bovine MsrA act	FAS TE block	MLLE-PAM2 inh	eLon inh	Neddyl block	NRP1-CendR mod	MT1-MMP act inh	Rin1 Abl inh
CCN(CC)c1ccc(S(=O)(=O)N2CCOCC2)cc1NC(=O)CN1CCN(Cc2ccccc2)CC1	-7	-2	14	-2	7	i	-14	-2	0
Nc1nc(SCC(=O)N2CCOCC2)n[nH]1	7	-3	0	-1	2	i	-2	0	1
CCCCNC(=O)c1cc2c(=O)n3cccc(C)c3nc2s1	-3	-6	6	-1	2	.	2	1	-2
Cc1cc2occ(CC(=O)N(C)CC(=O)Nc3cccc(F)c3)c2cc1C	-7	-4	18	-14	-1	i	13	3	4
COc1ccc(-c2noc(N3CCC(C(=O)NCc4ccc(F)cc4)CC3)n2)cc1	-5	-1	0	16	2	i	0	4	1
COc1ccc(NC(=O)CSCC(=O)NC2(C)CCS(=O)(=O)C2)cc1 (configuration not stated)	-23	-1	-4	-8	5	i	12	1	0
C[C@@H]1Cn2cnc(C(=O)N[C@@H](C)c3ccccc3)c2C(=O)N1	5	-1	-12	-3	-6	i	-6	1	-3
CCOC(=O)c1ccc(NC(=O)CC2NCCNC2=O)cc1 (configuration not stated)	-17	-14	-9	-10	-7	i	8	-1	2
O=C(COC(=O)c1cc(Br)ccc1O)NNC(=O)c1ccc([N+](=O)[O-])cc1	-3	0	5	-2	-2	i	6	-1	2
Cc1ccc2c(CN(C)Cc3ccccc3)cc(=O)oc2c1C	7	-1	22	-8	3	i	7	2	-2
Cc1nnc(C)n1/N=C/c1ccc(C(=O)O)cc1	-2	-3	-6	-11	-15	i	-8	6	-5
Cc1oc(-c2ccccc2F)nc1CN1CCC(C(=O)NC2CCCCCCC2)CC1	-15	-11	-9	-7	-4	i	-2	-2	-1
O=C(O)C[C@@H](O)C(=O)O	15	0	-6	1	-2	i	6	0	0
COc1ccccc1N=Nc1nc(-c2ccccc2)c(-c2ccccc2)[nH]1	36*	-3	34	-41	-19	i	-3	31*	-1
COc1cc(Cl)c(C)cc1NC(=O)CSc1cc(Cl)ccc1Cl	11	-2	27	21	1	i	-1	1	-2
CCOC(=O)c1c(-c2ccccc2)oc2ccc(OCC(=O)NNC(=O)CCC(=O)O)cc12	-1	0	0	-2	-2	.	12	0	-1
COc1cc(C(O)P(=O)(OCC(C)C)OCC(C)C)cc(OC)c1OC (configuration not stated)	-12	-12	-4	-3	2	i	-5	-2	4

Some values from the list:
Reading of N#Cc1ccc(OCC(=O)NNC(=S)NC2CCCCC2)cc1 under bovine MsrA act: -9
Reading of O=[N+]([O-])c1cccc(-n2cc3ccc([N+](=O)[O-])cc3n2)c1 under Rin1 Abl inh: -3
